AmpC inh no detg = AmpC beta-lactamase inhibition without detergent | P00811 | AmpC nitrocefin hydrolysis, absorbance 480 nm, 0.0001% Triton | Potency, µM (titrated, usually from 57.1 µM), for inactives: at the top dose activity change, negative = inhibition, most hits filed as inhibitors | actives 0.52% (n = 330,000) | AID 485341;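 also: potency is read from the fitted curve at half-maximal effect; plate controls were no compound for no effect and no enzyme for full effect; nearly all actives have a fitted effect of over 20% in size; some results filed as inactive show a strong effect at the top dose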
Target sequence (P00811 whole entry, looked up): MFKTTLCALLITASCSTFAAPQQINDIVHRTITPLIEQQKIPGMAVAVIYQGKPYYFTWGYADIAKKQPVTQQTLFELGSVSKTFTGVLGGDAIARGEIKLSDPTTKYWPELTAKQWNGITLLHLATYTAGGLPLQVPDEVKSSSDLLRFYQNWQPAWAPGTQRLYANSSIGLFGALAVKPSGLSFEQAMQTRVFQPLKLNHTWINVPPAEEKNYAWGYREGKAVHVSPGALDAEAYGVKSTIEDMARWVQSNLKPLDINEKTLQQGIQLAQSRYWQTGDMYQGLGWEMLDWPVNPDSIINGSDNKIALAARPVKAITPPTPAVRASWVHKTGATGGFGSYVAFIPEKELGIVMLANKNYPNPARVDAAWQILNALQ
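AmpC (5.3 nM in the dispensed reagent) in 20 mM phosphate pH 7.0 with 0.01% (detergent screen) or 0.0001% Triton X-100 was preincubated with compounds for 15 min at room temperature. Nitrocefin was then added from an 800 uM solution, and hydrolysis was followed at 480 nm.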
Tb PYK inh = T. brucei pyruvate kinase inhibition; Q57TT1; TbPYK enzyme, Kinase-Glo Plus ATP luminescence, 45 min; Potency, µM (titrated, usually from 76.8 µM), without a hit: at the top dose activity, negative = inhibition, most hits filed as inhibitors; actives 0.12% (n = 410,000); also: potency is read from the fitted curve at half-maximal effect; % is scaled to controls: 0 for no effect and ±100 for the full control effect; nearly all actives have a fitted effect of over 50% in size
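Readout: single end-point luminescence (Kinase-Glo Plus, 10 min). Reaction conditions were TbPYK/substrate plus 130 uM ADP, 45 min at RT, pH 7.2 TEA buffer. No-enzyme wells served as controls, and data were normalized before concentration-response fitting.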
Shiga inhibitor = blocks Shiga toxin action in Vero cells; Vero cells, Shiga toxin protein synthesis inhibition reporter; AID 2315; actives 9.2% (n = 290,000); inhibition, % at 38.7 µM; in the data active = inhibition mostly above about 28%, no sharp cut-off; inactive = mostly below about 43%; also: 0% is about no effect
CHX counter = counter-screen hit for Shiga toxin inhibitors, cycloheximide | cell reporter, cycloheximide protein synthesis inhibition counterscreen | max response, % | actives 12% (n = 300,000) | AID 2314; in the data active = max response mostly above about 13%, no sharp cut-off; inactive = mostly below about 14%; also: read at 38.3 µM for the half of the compounds with a filed dose; 0% is about no effect
Pf growth 48h = inhibits P. falciparum growth in the first generation, 48 h | Potency, µM (titrated, usually from 28.7 µM), for inactives: at the top dose activity change, negative = inhibition, usual class: inhibitors | actives 5.9% (n = 310,000) | P. falciparum luciferase growth in erythrocytes, 48 h; also: potency is read from the fitted curve at half-maximal effect; % is scaled to controls: 0 for no effect and ±100 for the full control effect
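Luminescence readout; reporter = integrated firefly luciferase in P. falciparum. RBC culture at 2% hematocrit, 0.1% parasitemia final, 37 C/5% CO2; decreased signal taken as growth inhibition.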
LmPK inhibitor = blocks Leishmania mexicana pyruvate kinase activity; Q27686; purified LmPK, Kinase-Glo ATP luminescence, 1 h; Potency, µM (series often up to 57.5 µM), inactives show top-dose activity change, negative = inhibition, usual class: inhibitors; actives 0.37% (n = 290,000); also: potency is read from the fitted curve at half-maximal effect; % is scaled to controls: 0 for no effect and ±100 for the full control effect
Target sequence (Q27686 whole entry, looked up): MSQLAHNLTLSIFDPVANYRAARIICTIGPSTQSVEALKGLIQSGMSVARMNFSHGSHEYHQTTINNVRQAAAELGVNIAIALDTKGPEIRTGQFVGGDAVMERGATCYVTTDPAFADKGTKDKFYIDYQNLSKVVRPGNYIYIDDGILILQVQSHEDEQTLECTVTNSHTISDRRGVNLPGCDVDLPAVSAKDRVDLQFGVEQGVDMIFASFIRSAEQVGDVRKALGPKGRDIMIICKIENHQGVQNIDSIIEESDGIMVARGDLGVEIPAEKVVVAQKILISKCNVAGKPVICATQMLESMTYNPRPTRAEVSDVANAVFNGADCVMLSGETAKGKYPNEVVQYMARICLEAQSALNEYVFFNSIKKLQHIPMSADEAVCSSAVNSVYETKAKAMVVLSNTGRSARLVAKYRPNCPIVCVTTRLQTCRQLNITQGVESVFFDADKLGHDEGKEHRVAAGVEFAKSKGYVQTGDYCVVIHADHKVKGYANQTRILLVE
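Kinase-Glo luminescence read after 1 h RT reaction of 0.1 nM LmPK with 0.5 mM PEP and 0.1 mM ADP. Activity scaled between uninhibited and enzyme-free controls.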
Pf growth 96h = P. falciparum growth inhibition at 96 hours; P. falciparum luciferase reporter growth, 96 h; Potency, µM (doses to about 28.7 µM), inactives show at the top dose activity change, negative = inhibition, hits mostly inhibitors; actives 6.9% (n = 320,000); also: potency is read from the fitted curve at half-maximal effect; % is scaled to controls: 0 for no effect and ±100 for the full control effect
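Delayed-death screen, second-generation endpoint: infected erythrocytes, 2% hematocrit, 0.05% parasitemia final; 96 hours at 37 C, 5% CO2; luciferase detection reagent; luminescence decrease equals reduced growth.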
The depositor's hits bear a star; ? = inconclusive; . = no result given; & = joins results of further samples; [ ] = another dose, or the depositor's remark. Unless noted, calls follow the shape of the dose curve; as a rule, active = well fitted curve in the direction sought with a large enough effect; inconclusive = small, poorly fitted or top-dose-only effect, or another doubt; inactive = no such curve, though single readings can be large; an effect the other way counts as inactive or inconclusive.

SMILES	AmpC inh no detg	Tb PYK inh	Shiga inhibitor	CHX counter	Pf growth 48h	LmPK inhibitor	Pf growth 96h
CC(C)[C@H](NC(=O)N1c2ccccc2NC(=O)[C@@H]1C(C)C)C(=O)N[C@@H](Cc1ccccc1)C(=O)O	-3%	4%	2	1	-2%	-15%	?
COCc1cc(=O)[nH]c(SCC(=O)N2CCOCC2)n1	-11%	3%	-11	1	10%	1%	32%[activator]
O=C(O)c1cc(S(=O)(=O)Nc2ccc3c(c2)OCCO3)c(Cl)cc1Cl	?	1%	137*	73*	84%[activator]	-1%	?
CC1C(=O)OC(c2ccc(Cl)cc2)C(C)(C)C1=O (centres undefined)	-9%	-10%	2	1	15%	-4%	12%
Oc1ccc(Cl)cc1Sc1cc(Cl)ccc1O	.	-7%&6%	.	.	?	.	13µM*
Cc1ccc(C)c(SCC(=O)OCC(=O)Nc2ncc(C(F)(F)F)cc2Cl)c1	3%	-10%	-9	-5	20%	1%	13%
O=C(c1nc2nc(-c3ccccc3)cc(C(F)(F)F)n2n1)N1CCCCC1	4%	-6%	-15	11	15%	3%	5%
Cc1[nH][nH]c(=O)c1C(c1ccc(O)c(Br)c1)c1c(C)[nH][nH]c1=O	-22%	4%	-2	10	?	2%	16%
O=C(CSC(=S)N1CCCC1)c1cc(Br)cc(Br)c1O	?	-7%	2	-2	?	2%	7%
Cc1cc(C)c(C)c(S(=O)(=O)N2C(=S)NC(=O)C2C(C)C)c1C (centres undefined)	-24%	-17%	16	-1	-14%	2%	14%
COc1ccc(N2CCN(Cc3ccc(Br)s3)CC2)cc1	38%	0%	-7	6	.	-11%	-20%
O=C(NC(=S)NC1CCCC1)c1ccccc1	-13%	1%	67*	43*	22%	-12%	43%[activator]
CCCC(C(=O)NC(C)(C)C)N(Cc1ccc(F)cc1)C(=O)c1snc(C(N)=O)c1N (centres undefined)	0%	0%	.	1	?	2%	-7%
Cc1ccc(S(=O)(=O)CCC(=O)OCC(=O)Nc2ncc(Cl)cc2Cl)cc1	-26%	0%	-14	-1	21%	-3%	.
CCOC(=O)CC(=O)N/N=C/c1c(N)n(C)c(=O)n(C)c1=O	-20%	0%	-16	-2	-14%	-1%	?
COc1ccc(C(=O)COC(=O)c2ccc(N(C)C)cc2)cc1	-21%	3%	-11	-1	24%	0%	48%[activator]
COC(=O)c1[nH]c2ccc(C)cc2c1NC(=O)CCN1CCN(C2CCCCC2)CC1	-8%	.	-8	-1	-20%	-3%	.
O=c1[nH]c2cccnc2c2ccsc12	-4%	1%	-6	3	3%	-4%	17%
O=C(CNS(=O)(=O)c1ccccc1)NCc1ccco1	-8%	-4%	6	7	7%	0%	-27%
COC(=O)N/N=C/c1cccc(OCCSc2ccc(Cl)cc2)c1	-8%	9%	60*	34*	45%[activator]	-2%	-49%

Fetched by compound from above (3):
SMILES	AmpC inh no detg	Tb PYK inh	Shiga inhibitor	CHX counter	Pf growth 48h	LmPK inhibitor	Pf growth 96h
COC(=O)N/N=C/c1cccc(OCCSc2ccc(Cl)cc2)c1	-8%	9%	60*	34*	45%[activator]	-2%	-49%
Cc1ccc(S(=O)(=O)CCC(=O)OCC(=O)Nc2ncc(Cl)cc2Cl)cc1	-26%	0%	-14	-1	21%	-3%	.
O=C(CNS(=O)(=O)c1ccccc1)NCc1ccco1	-8%	-4%	6	7	7%	0%	-27%

Remaining list, next part.
SMILES	AmpC inh no detg	Tb PYK inh	Shiga inhibitor	CHX counter	Pf growth 48h	LmPK inhibitor	Pf growth 96h
O=c1[nH]c2ccc(S(=O)(=O)N3CCN(Cc4ccccc4)CC3)cc2[nH]c1=O	-23%	1%	1	-2	-2%	5%	-11%
COC(CNC(=O)c1cc(C(=O)c2c(-c3c(Cl)cccc3Cl)noc2C)c[nH]1)OC	70%[activator]	0%	-1	4	?	7%	?
Cc1cccc(N2C(=O)CC(N3CCN(Cc4ccc5c(c4)OCO5)CC3)C2=O)c1 (centres undefined)	32%	-8%	-19	-7	12%	1%	23%
CC(=O)Nc1ccc(CN2CCC(n3nccc3NC(=O)CCc3ccccc3)CC2)cc1	-9%	2%	-4	2	-14%	-8%	-7%
CCOC(=O)COc1nc(-c2ccc(C)cc2)cc(-c2ccco2)c1C#N	-30%	-2%	16	6	-2%	-1%	4%
CC(C)(Oc1ccc(Cl)cc1)C(=O)NC1CCSC1=O (centres undefined)	-17%	-26%	-12	-3	13%	4%	.
O=C(COc1nsnc1N1CCOCC1)Nc1ccc(Br)cc1	-19%	-10%	-3	-5	0%	4%	?
CN1CCCN(c2ccc([N+](=O)[O-])nc2)CC1	-22%	-5%	23	24	19%	1%	15%
CCn1nc(NC(=O)C(C)(C)C)c2cc3cccc(C)c3nc21	71%[activator]	-2%	-3	1	?	-3%	?
CC(=O)c1c(C)[nH]c(C(=O)OCc2ccccc2)c1C	-16%	3%	120*	38*	128%[activator]	1%	?
Cc1ccc(SCC(=O)NC(=O)NCc2ccccc2)c(C)c1	-1%	10%	-9	-3	14%	0%	6%
CCn1c(CNc2ccc(OC)cc2)nnc1SCC(=O)Nc1ccc(F)cc1	-23%	2%	5	8	?	-2%	?
CNc1c([N+](=O)[O-])cnn1-c1ccc(Cl)cc1	-6%	8%	11	-3	6%	-1%	57%[activator]
COc1ccc(CSc2nnc(C)n2N)cc1	-3%	-6%	-8	-1	7%	-1%	120%[activator]
CCOc1ccc(/C=N/NC(=O)CSc2ccccn2)cc1O	-23%	3%	-5	2	8%	2%	24%
Fc1ccc(N/N=C/c2ccc(N3CCOCC3)cc2)c(F)c1	-13%	0%	75*	34*	73%[activator]	-2%	91%[activator]
CC(NC(=O)CCCc1c[nH]c2ccccc12)c1ccc(F)cc1 (centres undefined)	99%[activator]	-3%	-1	7	?	-6%	-3%
Cn1c(NN)nc2c1c(=O)n(Cc1ccccc1)c(=O)n2C	-6%	-25%	-9	-2	12µM*	-21%	1%
Cc1ccccc1CNc1ncnc2cc(Cl)ccc12	-19%	5%	-9	-2	.	0%	?
C/[N+]([O-])=C\C1C(=O)CCCC1=O	-27%	0%	-22	7	-1%	-1%	17%
COC(=O)C1C(C(C)C)N(c2ccccc2)OC1(C)O (centres undefined)	-13%	3%	-4	-2	?	2%	?
CCS(=O)(=O)N1CCC(C(=O)Nc2cccc(C(C)=O)c2)CC1	?	1%	-1	-2	5%	0%	19%
O=C1NCN(c2ccccc2)C12CCN(CCCOc1ccc(F)cc1)CC2	.	3%	.	.	17µM*	.	-15%
CC1=C(C)CC(C(=O)NNC(=O)c2ccccc2O)C(C(=O)O)C1 (centres undefined)	-11%	2%	29	15*	24%	-4%	.
CCCCCn1c(=O)c(C(=O)Nc2cnccn2)c(O)c2ccccc21	-34%	0%	30	1	?	-1%	-16%
O=C1C(C23CC4CC(CC(C4)C2)C3)C(=O)N(c2ccccc2)N1c1ccccc1	-30%	-4%	9	-6	-9%	3%	7.4µM*
COc1ccc(C[C@H]2CN3C(=NC[C@@H]3Cc3ccccc3)N2CCNC(=O)c2ccc(C)c(Br)c2)cc1	47%	-5%	-10	-1	?	6%	5.2µM*
COc1cc2c(cc1OC)CN(C(=O)CCN1C(=O)C3CCCCC3C1=O)CC2 (centres undefined)	35%	3%	-6	2	-5%	8%	0%
O=C(NCc1ccco1)c1ccc(COc2ccccc2[N+](=O)[O-])o1	-4%	-1%	-6	17	-7%	-5%	?
CCCN(CC(=O)Nc1ccccc1C)C(=O)c1cc(=O)[nH]c2ccccc12	-18%	2%	2	-3	17%	-8%	?
Cc1cccc(NC2(C(F)(F)F)N=C3SCCN3C2=O)n1 (centres undefined)	-2%	4%	-8	-2	.	11%	.
CC(=O)Nc1ccc(-c2csc(NC(=O)Nc3ccccc3)n2)cc1	?	-3%	42	11	-6%	-2%	-17%
Cc1ccc(NC(=O)/C(CN(C)C)=N\O)cc1	-13%	-3%	62*	27*	121%[activator]	5%	6%
O=C(COc1ccc2ccccc2c1)NNC(=O)Cc1ccccc1	-13%	-1%	-10	-1	7%	1%	20%
CC(C)(C)NC(=O)c1ccc2c(c1)N(CC(=O)N1CCCC1)C(=O)C(C)(C)O2	-2%	-4%	.	-2	-11%	-2%	?
CC1(C)Cc2c(sc(/N=C/N3CCCC3)c2C#N)C(C)(C)N1	-47%	-6%	11	-2	-10%	3%	40%[activator]
Cc1ccc(-n2nc(C)c(/C=N/n3c(C)n[nH]c3=S)c2Cl)cc1	-23%	?	10	15	?	0%	-7%
COc1ccc(CNS(=O)(=O)c2cc(-c3cc(C)no3)ccc2C(C)C)cc1	-35%	-2%	-15	-1	?	3%	21%
Cc1cccc(N2CCN(C(=O)C3CCN(c4ncnc5c4nc4n5CCCCC4)CC3)CC2)c1C	81%[activator]	0%&-7%	-8	3	-11%	4%	?
Cc1ccccn1	.	-6%	.	.	-8%	.	-22%

Some entries already given with just Shiga inhibitor and Tb PYK inh.
molecule,Shiga inhibitor,Tb PYK inh
Cc1cccc(N2CCN(C(=O)C3CCN(c4ncnc5c4nc4n5CCCCC4)CC3)CC2)c1C,-8,0%&-7%
O=C(COc1ccc2ccccc2c1)NNC(=O)Cc1ccccc1,-10,-1%
COc1cc2c(cc1OC)CN(C(=O)CCN1C(=O)C3CCCCC3C1=O)CC2 (centres undefined),-6,3%

Next part:
SMILES	AmpC inh no detg	Tb PYK inh	Shiga inhibitor	CHX counter	Pf growth 48h	LmPK inhibitor	Pf growth 96h
CN(C1CCS(=O)(=O)C1)S(=O)(=O)c1ccccc1[N+](=O)[O-] (centres undefined)	-8%	4%	-18	-1	5%	-1%	23%
CCCCCCn1c(N2CCN(c3ccccc3)CC2)nc2c1c(=O)[nH]c(=O)n2C	-6%	4%	6	5	8.3µM*	7%	15µM*
COc1ccc(NC(=O)C2CCCN(c3nc(C)cc(C)n3)C2)cc1 (centres undefined)	-8%	3%	-5	6	-4%	-1%	3%
CCC(C)NS(=O)(=O)c1ccc(OCC(=O)NCc2ccccn2)cc1 (centres undefined)	5%	3%	-15	5	8%	-8%	25%
CC(C(=O)NCc1ccccc1)N(CCN1CCOCC1)C(=O)c1snc(C(N)=O)c1N (centres undefined)	14%	.	-2	11	?	1%	?
Cc1nn(CCO)c(C)c1Oc1ccccc1O	-8%	6%	-8	-3	5%	0%	0%
Brc1ccc(-c2noc(C3CCCCC3)n2)cc1	-20%	-2%	34*	14*	252%[activator]	-6%	0%
Cc1ccc(-c2noc(C3CCCN(C(=O)c4ccccc4Br)C3)n2)cc1 (centres undefined)	72%[activator]	-2%	53*	27*	0%	0%	?
CCOC(=O)c1[nH]c2ccccc2c1CCCN1C(=O)c2ccccc2C1=O	2%	4%	-3	-6	-21%	2%	-24%
OC1(c2ccc(Cl)cc2)CN(c2ccccc2)C2=[N+]1CCS2 (centres undefined)	?	1%	-17	9	?	0%[11.5 µM]	?
Cc1ccc(C2N(c3ccccc3)C(=S)N3CCCN23)cc1 (centres undefined)	5%	0%	-2	-2	.	1%	?
COc1ccc(NC(=O)CSc2nnc(-c3ccccc3C)n2C)cc1	-8%	0%	-6	-3	?	-2%	16%
CN1/C(=C\C(=O)c2ccccc2Cl)c2ccccc2CC1(C)C	100%[activator]	-2%	-8	14	?	0%	37%[activator]

Outcome played no part in choosing rows; about 22% have a hit in one of these screens.
